# Screens from PubChem.
# Bcl-W Bim block – disrupts Bim peptide binding to human Bcl-W; Q92843; bead-based flow cytometry; inhibition, % at 10 µM; 190,000 tested, 0.02% active; AID 952;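 further: 0% = bound tracer without compound and 100% = peptide blocker; higher means less fluorescent Bim peptide bound to Bcl-W beads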
# Target sequence (Q92843 whole entry, looked up): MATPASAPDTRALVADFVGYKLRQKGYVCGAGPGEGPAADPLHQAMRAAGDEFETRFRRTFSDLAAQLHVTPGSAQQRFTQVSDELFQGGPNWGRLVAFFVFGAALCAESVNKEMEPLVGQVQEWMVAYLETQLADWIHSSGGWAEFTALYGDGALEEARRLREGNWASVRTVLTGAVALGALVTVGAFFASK
# GSH bead fluor – compound fluoresces at 488/530 nm on GSH beads; GSH beads flow cytometry, compound fluorescence 488/530 nm; stronger effect = higher value; 190,000 tested, 0.25% active; fluorescence (KMESF) at 10 µM; in the data active means fluorescence above about 89;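 further: glutathione beads carrying GST-tagged Bcl family fusion proteins plus one bare bead set; values are compound well signal with DMSO vehicle wells as background; inactives centre near 16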
# RGS8-Gao reg – human RGS8-Galphao interaction regulation | 220,000 tested, 0.34% active | AID 1423 | multiplexed bead flow cytometry, RGS8-Galphao binding; actives lie on both sides | response (percent of control binding), % at 10 µM | P09471; in the data active means response below about 60% or above about 140%; inactive means in between;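 further: Galphao activated as the GDP aluminium fluoride complex binding bead-coupled RGS8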
# Bim-Bcl-2 – disrupts Bim peptide binding to human Bcl-2 | 190,000 tested, 0.06% active | AID 950 | Bead-based flow cytometry, Bim peptide-Bcl-2 binding | inhibition, % at 10 µM; in the data active means inhibition above about 40%; inconclusive means no clear call, values can overlap the other calls;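 further: 0% = no compound wells with probe peptide and 100% = reference peptide inhibitor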
# Target sequence (P10415 whole entry, looked up): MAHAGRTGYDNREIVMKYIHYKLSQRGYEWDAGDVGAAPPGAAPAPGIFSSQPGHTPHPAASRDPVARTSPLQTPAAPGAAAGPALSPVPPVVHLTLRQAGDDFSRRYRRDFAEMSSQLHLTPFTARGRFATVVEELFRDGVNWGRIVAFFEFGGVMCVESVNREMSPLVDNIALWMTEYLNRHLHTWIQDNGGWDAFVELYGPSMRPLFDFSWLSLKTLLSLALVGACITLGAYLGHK
# RGS7-Gao – modulates binding of RGS7 to human Galphao; P09471; Multiplexed bead flow cytometry; actives lie on both sides; binding response (% of control), % at 10 µM; 220,000 tested, 0.35% active; in the data active means binding response below about 49% or above about 150%; inconclusive means no clear call, values can overlap the other calls; inactive means in between;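 further: fluorescent Galphao held in activated GDP-AlF4 state binding bead-coupled RGS7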
# RGS4-Gao reg – modulates binding of RGS4 to human Galphao; binding response (% of control), % at 10 µM; Multiplexed bead flow cytometry; actives lie on both sides; 220,000 tested, 0.33% active; AID 1415; P09471; in the data active means binding response below about 49% or above about 150%; inactive means in between;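 further: fluorescent Galphao activated with aluminum fluoride binding bead-coupled RGS4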
# Bcl-XL Bim block – inhibitors of Bim-Bcl-XL interaction, human. Q07817. Bim peptide-Bcl-XL binding, bead flow cytometry, fluorescence. inhibition, % at 10 µM. 190,000 tested, 0.04% active. AID 1007
# Target sequence (Q07817 whole entry, looked up): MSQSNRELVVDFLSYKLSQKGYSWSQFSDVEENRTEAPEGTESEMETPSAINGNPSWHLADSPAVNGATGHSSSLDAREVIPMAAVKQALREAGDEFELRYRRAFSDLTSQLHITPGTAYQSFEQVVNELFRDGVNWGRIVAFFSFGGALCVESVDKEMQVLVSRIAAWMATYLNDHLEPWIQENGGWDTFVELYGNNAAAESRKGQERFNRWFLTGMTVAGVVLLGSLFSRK
# Bim-Bfl-1 – inhibitors of Bim-Bfl-1 interaction, human | inhibition, % at 10 µM | 190,000 tested, 0.12% active | Bead-based flow cytometry, Bim-Bfl-1 binding inhibition;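 further: 0% = wells without compound plus tracer and 100% = blocker peptide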
# ABCG2 inh – human ABCG2 inhibition, ABCB1 as counter-screen; Q9UNQ0; IgMXP3 cells, JC-1 efflux, flow cytometry; inhibition, % at 6.6 µM; 190,000 tested, 0.1% active; AID 1325;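 active means inhibition above 80%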;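 further: 0% = DMSO and 100% = nicardipine control wells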
#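 Incubation: cells with compound and JC-1, 10 min at 25 °C, rotating, no wash / Test system: IgMXP3 (ABCG2) plus far-red-tagged CCRF-Adr (ABCB1) cells / Compound dosing: one concentration, 6.6 µM final / Also added: JC-1 fluorescent substrate / Evaluation: efflux inhibition in percent versus controls / Detection: flow cytometry, 530 nm JC-1 signal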
# Bim-Bcl-B – disrupts Bim peptide binding to human Bcl-B; inhibition, % at 10 µM; Q9HD36; 190,000 tested, 0.073% active; bead-based flow cytometry;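 further: 0% = tracer peptide without compound and 100% = reference inhibitor peptide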
# Target sequence (Q9HD36 whole entry, looked up): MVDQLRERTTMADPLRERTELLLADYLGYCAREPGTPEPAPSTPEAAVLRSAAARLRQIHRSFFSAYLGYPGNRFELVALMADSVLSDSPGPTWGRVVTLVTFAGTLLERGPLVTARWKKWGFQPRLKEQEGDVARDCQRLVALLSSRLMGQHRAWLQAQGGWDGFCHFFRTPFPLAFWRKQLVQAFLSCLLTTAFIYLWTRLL
# ABCB1 block – inhibitors of human ABCB1 transporter, ABCG2 counter-screen; P08183; CCRF-Adr cells, JC-1 efflux, flow cytometry; inhibition, % at 6.6 µM; 190,000 tested, 0.067% active; AID 1326; in the data active means inhibition above about 40%;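 further: 0% = vehicle and 100% = reference inhibitor; higher value means more JC-1 retained so stronger ABCB1 efflux block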
# Starred values were filed as active, the others as inactive; ? = inconclusive; . = not tested or not shown. Unless noted, no stated cut-off is given here; in the data, active means inhibition above about 40%. Random draw from the library. About 1.1% of those tested had a hit in this group.
# The opening six entries (preview)
SMILES,Bcl-W Bim block,GSH bead fluor,RGS8-Gao reg,Bim-Bcl-2,RGS7-Gao,RGS4-Gao reg,Bcl-XL Bim block,Bim-Bfl-1,ABCG2 inh,Bim-Bcl-B,ABCB1 block
CN(C)c1cc[n+](Cc2ccccc2)cc1,-3,26,106,-7,102,101,-3,-17,1,-10,-0.1
O=C1CCN(S(=O)(=O)c2cccs2)c2ccc(C(F)(F)F)cc2N1,-4,17,100,-3,108,100,-5,-4,0,-7,0.1
O=C1CC(C(=O)O)c2ccccc2N1 (configuration not stated),0,34,100,-10,97,97,-13,-15,1,-7,0.5
COc1ccc(S(=O)(=O)N2Cc3ccccc3CC2C(=O)N2CCOCC2)cc1OC (configuration not stated),-1,19,101,0,100,101,-1,-1,1,-2,0.2
COc1ccc(NC(=O)C2CC(=O)N(C(C)C)C2)cc1 (configuration not stated),-1,16,96,-10,93,94,-5,-12,4,-11,2.7
CCOc1ccc2cc(S(=O)(=O)N3CCOCC3)ccc2c1,2,33,98,2,99,102,0,1,-6,0,0.8

# This part in full, previewed entries included:
SMILES,Bcl-W Bim block,GSH bead fluor,RGS8-Gao reg,Bim-Bcl-2,RGS7-Gao,RGS4-Gao reg,Bcl-XL Bim block,Bim-Bfl-1,ABCG2 inh,Bim-Bcl-B,ABCB1 block
CN(C)c1cc[n+](Cc2ccccc2)cc1,-3,26,106,-7,102,101,-3,-17,1,-10,-0.1
O=C1CCN(S(=O)(=O)c2cccs2)c2ccc(C(F)(F)F)cc2N1,-4,17,100,-3,108,100,-5,-4,0,-7,0.1
O=C1CC(C(=O)O)c2ccccc2N1 (configuration not stated),0,34,100,-10,97,97,-13,-15,1,-7,0.5
COc1ccc(S(=O)(=O)N2Cc3ccccc3CC2C(=O)N2CCOCC2)cc1OC (configuration not stated),-1,19,101,0,100,101,-1,-1,1,-2,0.2
COc1ccc(NC(=O)C2CC(=O)N(C(C)C)C2)cc1 (configuration not stated),-1,16,96,-10,93,94,-5,-12,4,-11,2.7
CCOc1ccc2cc(S(=O)(=O)N3CCOCC3)ccc2c1,2,33,98,2,99,102,0,1,-6,0,0.8
CCc1cccc(C)c1NC(=O)CSc1nnc(-c2ccco2)n1N,4,49,101,-9,101,102,0,-9,0,-11,-0.1
Cc1cc(NC(=O)/C=C/c2ccco2)ccc1NC(=O)c1ccccc1,-3,11,98,0,104,100,-3,-1,2,-6,0.2
Cc1cc2oc(=O)cc(CN3CCN(S(=O)(=O)/C=C/c4ccccc4)CC3)c2cc1C,-1,9,97,-1,93,93,-4,-1,14,-3,2.5
CC1CCN(c2ccc(C(=O)Nc3nnc(C4CC4)s3)cc2[N+](=O)[O-])CC1,-8,10,110,-11,102,109,-12,-6,6,-10,1.0
CCn1c(CNC(=O)c2ccc(OC)c(OC)c2)nnc1SCC(=O)Nc1ccc(OC)cc1,-2,13,93,-2,95,94,-2,0,-3,-3,.
COc1ccc(N2CCN(C(=O)c3ccc(SC)cc3OC)CC2)cc1,2,15,99,-1,95,98,0,-4,0,-2,-0.2
Cc1cnc(NC(=O)c2cncc(Br)c2)s1,-4,18,100,-2,98,101,-4,-5,1,-3,0.1
CCOc1ccc(N2C(=O)CC(N(Cc3ccco3)C(=O)CCC(=O)O)C2=O)cc1 (configuration not stated),-2,60,104,-7,99,98,0,-10,0,-2,-0.6
CC(C(=O)Nc1ccccc1)c1ccc(-c2ccccc2)c(F)c1 (configuration not stated),.,.,102,.,91,89,.,.,0,.,-0.4
COCc1[nH]nc2c1C(c1sccc1C)C(C#N)=C(N)O2 (configuration not stated),-1,19,100,-2,102,100,-2,-5,4,-5,0.5
CC(=O)N/C(=C\c1cccc([N+](=O)[O-])c1)C(=O)NC1CCCCC1,-2,8,100,0,98,101,-1,-2,36,-2,0.6
CC(C)(C)n1ncc2c(=O)n(CC(=O)N3CCc4ccccc43)cnc21,0,14,98,0,97,92,-1,0,1,-2,1.1
O=C(CCNS(=O)(=O)c1cccc2nonc12)NCCc1ccc(Cl)cc1,0,36,101,-10,101,105,-1,-14,5,-9,1.2
COc1ccc(/C=N/NC(=O)c2ccc(F)cc2)cc1CN1CCc2cc(OC)c(OC)cc2C1C (configuration not stated),-1,60,99,0,101,106,-4,-4,1,-4,-0.2
CCC(=O)c1ccc(O)cc1,-1,19,101,-3,100,98,-9,-3,-1,-5,-0.2
CCOc1ccc(NS(=O)(=O)c2cc(C)c(C)cc2C)cc1,-1,10,102,-6,108,105,-5,-4,2,-6,0.2
Cc1occc1C(=O)NCc1ccc2c(c1)OCO2,0,34,102,-6,103,102,-7,-12,2,-10,0.2
CCCCC1(C)OC(=O)C(=Cc2ccc(SC)cc2)C(=O)O1 (configuration not stated),1,20,92,1,94,84,-3,-3,-2,-1,-1.1
COc1ccc(OCCSc2ncccn2)cc1,0,39,104,-9,106,105,-7,-11,1,-11,-0.2
C/C(=N\NC(=S)NC1CCCCC1)c1cccc(Br)c1,3,10,93,1,97,94,0,4,42,4,-0.3
O=C(Cc1cccs1)N1CCN(C(=O)C2CCCO2)CC1 (configuration not stated),-1,32,100,-7,100,102,-7,-16,6,-5,2.5
CCN(CC)CCCNC(=O)C1c2ccccc2C(=O)N(CCOC)C1c1ccc(F)cc1 (configuration not stated),0,15,100,-1,?,102,-1,-4,6,0,1.1
CCOC(=O)C1=C(N)N(c2ccccc2Oc2ccccc2)C(=O)C1,2,7,103,-1,99,103,0,-1,4,1,0.1
Cc1ccccc1Cn1nc(C)c(NC(=O)c2noc3c2CC(C(C)(C)C)CC3)c1C (configuration not stated),1,22,111,-5,106,104,-2,-5,0,-1,0.5
NNC(=O)/C(=C\c1cccs1)NC(=O)c1ccccc1,-3,9,102,-1,99,100,-7,-1,4,-6,0.1
COc1cccc(NC(=O)CN(C)CC(=O)Nc2ccc(Cl)cc2[N+](=O)[O-])c1,-2,11,74,-6,90,93,0,0,1,-3,0.3
CCC1=Nc2cc(C(=O)NCc3ccco3)ccc2Sc2ccccc21,0,5,101,0,101,100,-6,3,3,-2,0.8
COc1cc(S(=O)(=O)N2CCOCC2)ccc1NC(=O)CSc1nnc(N)s1,-5,36,100,-7,107,105,3,-10,-4,-14,-3.2
S=C(NC1CCCCCC1)NC1CCCC1,-3,15,102,-4,?,105,-4,-6,18,-9,1.6
COC(=O)c1[nH]c2cccc(C)c2c1NC(=O)CN1CCN(C(=O)c2ccco2)CC1,-1,9,104,0,101,100,0,-1,2,-3,0.1
CCOCCOCCC(C(=O)OCC)P(=O)(c1ccccc1)c1ccccc1 (configuration not stated),-5,7,104,-1,98,104,-1,-3,2,0,0.7
COc1ccccc1NC(=O)C1=C(C)Nc2ncnn2C1c1cccs1 (configuration not stated),-3,11,95,0,101,101,0,-1,6,0,0.8
O=C(NCC(=O)N(c1cccnc1)C(C(=O)NCc1ccco1)c1ccccc1)c1ccco1 (configuration not stated),2,45,100,-3,97,98,-1,-5,0,1,-0.2
O=C1CCCC2=C1C(c1ccncc1)Nc1ccccc1N2 (configuration not stated),0,11,100,-2,104,102,1,-1,0,0,0.2
C=CCOc1ccc(/C(O)=C2\C(=O)C(=O)N(CCOC)C2c2cccnc2)cc1 (configuration not stated),4,37,100,-6,100,101,-7,-11,1,-5,0.6
CCCCn1c(-c2csc3c2CCC(C)C3)n[nH]c1=S (configuration not stated),3,48,99,-1,106,106,4,-7,2,-11,0.2
NS(=O)(=O)c1ccc(NC(=O)CCc2ccccc2)cc1,-5,37,101,-11,101,101,-6,-12,1,-13,0.4
O=C(CCC(=O)N(CC(=O)NC1CCCC1)Cc1ccc2c(c1)OCO2)Nc1ccccn1,0,30,101,-5,101,102,-4,-7,4,-6,0.3
Cc1cccc(OCC(=O)Nc2ccc(S(=O)(=O)N3CCCC3)cc2)c1,0,29,103,-7,101,102,-4,0,3,-10,0.1
CCOC(=O)CC(=O)CSCC(=O)Nc1ccc(C)cc1,0,19,57*,1,43*,47*,1,3,0,2,-0.1
CCOc1ccc(/C(O)=C2/C(=O)C(=O)N(c3ncccn3)C2c2ccccc2)cc1 (configuration not stated),-3,24,102,6,109,103,0,1,13,0,0.7
COCCNC(=O)CSc1nc2ccccc2c(=O)n1CC1CCCO1 (configuration not stated),-2,62,92,-3,92,90,-3,-5,3,0,0.7
CCC12CN3CC(CC)(CN(C1)C31C(=O)N(C)c3ccc(C)cc31)C2=O (configuration not stated),-2,13,99,-2,102,98,-5,-3,0,-6,0.9
COc1ccc2c(c1)N(C)/C(=C1/SC(=NCc3ccccc3)N(c3ccccc3)C1=O)S2,8,54,103,7,105,119,-4,4,2,8,0.1

# The results go on:
SMILES,Bcl-W Bim block,GSH bead fluor,RGS8-Gao reg,Bim-Bcl-2,RGS7-Gao,RGS4-Gao reg,Bcl-XL Bim block,Bim-Bfl-1,ABCG2 inh,Bim-Bcl-B,ABCB1 block
COC(=O)CCn1nc(-c2ccc(C)cc2)c2ccccc2c1=O,-5,15,100,-1,104,102,-2,-5,3,-4,0.3
COc1cccc(CNC(=O)Cn2cccc2)c1,0,30,98,-6,101,98,0,-5,2,0,0.6
COc1ccc(N2CCN(C(CNC(=O)C(C)(C)C)c3cccnc3)CC2)cc1 (configuration not stated),-2,13,100,-2,103,104,-1,-5,4,1,2.3
CCc1c(O)nc(SCC(=O)N2CCOCC2)n(-c2ccccc2)c1=O,-2,37,117,-3,109,107,-4,-4,0,1,-0.3
O=C(Cn1cnc2c(nnn2Cc2ccccc2)c1=O)c1ccc(Cl)cc1,-5,14,102,-8,100,102,-6,-9,2,-9,0.5
CCC(C(=O)OCC(=O)Nc1cc(Cl)ccc1Cl)c1ccccc1 (configuration not stated),-6,10,101,-2,102,96,-2,-1,45,-6,-0.3
CN(Cc1ccccc1)C(=O)COC(=O)c1ccc(S(=O)(=O)N(C)C)cc1,0,23,99,0,?,101,0,4,-1,4,-0.4
CCCCc1nccn1CCn1ccnc1CCCC,-3,15,101,-5,96,99,-5,-6,3,-2,0.6
CCOc1cc(-c2c(C#N)c(=O)[nH]c3c2c(C)nn3-c2ccc(F)cc2)ccc1O,1,26,102,-11,99,104,-7,-17,-3,-7,-0.4
CC1CC(C)(C)N2C(=O)C3(Nc4ccccc4S3)c3cccc1c32 (configuration not stated),0,37,100,-12,99,99,-12,-14,4,-9,-1.7
COc1ccc(NC(=O)CSc2nc3sc(C)c(C)c3c(=O)n2Cc2ccco2)cc1,-1,19,99,-1,98,101,0,3,2,0,0.9
Cc1nc2ccccn2c1-c1csc(Nc2cccc(O)c2)n1,3,52,95,-2,97,97,4,1,2,-4,0.4
O=C(CSc1ncccc1C(=O)O)NC12CC3CC(CC(C3)C1)C2,-1,12,101,-6,?,98,-2,-4,4,-4,1.2

# Three compounds out of the list, arranged by number of heavy atoms, ascending:
SMILES,Bcl-W Bim block,GSH bead fluor,RGS8-Gao reg,Bim-Bcl-2,RGS7-Gao,RGS4-Gao reg,Bcl-XL Bim block,Bim-Bfl-1,ABCG2 inh,Bim-Bcl-B,ABCB1 block
COc1cccc(CNC(=O)Cn2cccc2)c1,0,30,98,-6,101,98,0,-5,2,0,0.6
CN(Cc1ccccc1)C(=O)COC(=O)c1ccc(S(=O)(=O)N(C)C)cc1,0,23,99,0,?,101,0,4,-1,4,-0.4
COc1ccc(NC(=O)CSc2nc3sc(C)c(C)c3c(=O)n2Cc2ccco2)cc1,-1,19,99,-1,98,101,0,3,2,0,0.9
